Bioassay records from PubChem BioAssay.
PostGolgi ctrl: growth inhibition of yeast control strain, primary screen, counter-screen for post-Golgi transport modulator project | efflux-deficient yeast background strain, growth absorbance A615, 16 h | inhibition, % at 10 µM | 98,000 tested, 5% active
CYP2C19 inhib: blockers of cytochrome P450 2C19 activity – biochemical, luminescence, ADME assay, primary screen; inhibition, % at 5 µM; 96,000 tested, 21% active; CYP2C19 Supersomes, luciferin-H EGE luminescence, 30 min; P33261;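 active = CYP2C19 inhibition above a set limit at 5 µM in the primary screen, cut at about 50% in these data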;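 also: plate controls were negative control wells for no effect and 2.5 mM tranylcypromine positive control for full effect; values of inactives mirror those of a sister screen read the other way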
S1P2 blocker: human S1P2 receptor antagonists, primary screen, cell-based | Sphingosine 1-phosphate receptor 2 (Homo sapiens), O95136 | cell-based S1P2 antagonist assay, inhibition at 5 uM | inhibition, % at 5 µM | 97,000 tested, 0.21% active | AID 736, 2007; in the data active = inhibition above about 45%;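 also: CRE beta-lactamase reporter cells expressing human S1P2 stimulated with S1P; 0% = agonist at EC80 alone and 100% = agonist plus reference antagonist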
Target sequence (O95136 whole entry, looked up): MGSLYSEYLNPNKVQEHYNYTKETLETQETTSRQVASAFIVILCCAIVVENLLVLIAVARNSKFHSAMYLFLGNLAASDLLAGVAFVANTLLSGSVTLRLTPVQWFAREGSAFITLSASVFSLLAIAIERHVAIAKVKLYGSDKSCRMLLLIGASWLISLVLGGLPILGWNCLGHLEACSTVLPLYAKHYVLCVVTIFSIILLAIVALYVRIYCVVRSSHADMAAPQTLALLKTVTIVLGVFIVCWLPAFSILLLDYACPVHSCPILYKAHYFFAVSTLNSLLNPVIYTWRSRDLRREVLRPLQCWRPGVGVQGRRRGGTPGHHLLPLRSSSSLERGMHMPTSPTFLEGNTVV
CYP2C19 act: human CYP2C19 activators, primary screen, biochemical, luminescence; recombinant CYP2C19, luciferin-H EGE luminescence; hits give high values; 0 = fully inhibited enzyme, 1 = untreated enzyme; activation factor at 5 µM; 96,000 tested, under 10 active;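 active = activation factor of at least 2 at 5 µM in the primary screen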;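 also: 0 = wells with 2.5 mM tranylcypromine and 1 = vehicle-only wells; values of inactives mirror those of a sister screen read the other way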
hDAT+cocaine: changed hDAT dopamine uptake under cocaine IC80, either direction, primary screen, cocaine antagonist project, cell-based, LLC-PK1 hDAT, [14C]-dopamine uptake, MLSMR | AID 449768, 2010 | B-score at 10 µM | 110,000 tested, 1.3% active | LLC-PK1 hDAT cells, [14C]-dopamine uptake with cocaine IC80; actives deviate in either direction | Sodium-dependent dopamine transporter (Homo sapiens), Q01959;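 active = Z score or B-score, a plate-position-corrected score, falls beyond the plate's 99.7% confidence bounds, in either direction; inactive = both scores lie inside the 99.7% bounds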;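 also: scored against the spread of the other compound wells on the same plate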
Target sequence (Q01959 whole entry, looked up): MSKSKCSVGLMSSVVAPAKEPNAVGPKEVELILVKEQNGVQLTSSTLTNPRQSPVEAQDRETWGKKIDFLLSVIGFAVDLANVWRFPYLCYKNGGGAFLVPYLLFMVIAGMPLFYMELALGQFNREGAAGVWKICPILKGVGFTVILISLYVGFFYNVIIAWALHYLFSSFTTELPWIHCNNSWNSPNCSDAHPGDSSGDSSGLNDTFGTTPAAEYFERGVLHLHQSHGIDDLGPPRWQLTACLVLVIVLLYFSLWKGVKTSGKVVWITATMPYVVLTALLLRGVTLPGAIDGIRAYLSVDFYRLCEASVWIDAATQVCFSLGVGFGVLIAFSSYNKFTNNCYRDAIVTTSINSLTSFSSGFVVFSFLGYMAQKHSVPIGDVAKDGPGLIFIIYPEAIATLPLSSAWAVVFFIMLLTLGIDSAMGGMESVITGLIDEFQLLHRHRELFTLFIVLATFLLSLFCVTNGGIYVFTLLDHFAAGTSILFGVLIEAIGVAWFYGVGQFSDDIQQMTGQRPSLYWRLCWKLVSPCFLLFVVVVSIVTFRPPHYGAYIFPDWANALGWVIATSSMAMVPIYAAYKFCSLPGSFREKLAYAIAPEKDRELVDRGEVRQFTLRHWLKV
sEH inh: soluble epoxide hydrolase inhibitors, primary screen, biochemical, human sEH. AID 707, 2007. Bifunctional epoxide hydrolase 2 (Homo sapiens), P34913. recombinant human sEH enzymatic activity assay. inhibition, % at 2 µM. 91,000 tested, 0.34% active; in the data active = inhibition above about 80%; also: values of inactives mirror those of a sister screen read the other way; many of its hits are not listed in these tables
PostGolgi yeast: phenotypic screen on post-Golgi transport, primary screen | AID 739, 2007 | post-Golgi transport phenotypic cell assay | 98,000 tested, 0.9% active | inhibition, % at 10 µM;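 also: yeast cells grown in 1536-well plates; yeast grown about 18 h at 30C before absorbance read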
S1P2 ag: S1P2 receptor agonists, primary screen, cell-based; 97,000 tested, 0.46% active; S1P2-expressing cell line, agonist reporter read-out; AID 729, 2007; activation, % at 4.5 µM; in the data active = activation above about 16%;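 also: 0% = vehicle low control and 100% = maximal reference agonist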
sEH activator: soluble epoxide hydrolase activators, primary screen, biochemical, human sEH; purified human sEH enzymatic activity, activator screen; Bifunctional epoxide hydrolase 2 (Homo sapiens), P34913; activation, % at 2 µM; AID 717, 2007; 91,000 tested, 0.04% active; in the data active = activation above about 37%; also: values of inactives mirror those of a sister screen read the other way
Numbers without * were called inactive; . = no result given. Rule as the data show it, unless noted: active = inhibition above about 30%; inactive = the rest.

SMILES | PostGolgi ctrl | CYP2C19 inhib | S1P2 blocker | CYP2C19 act | hDAT+cocaine | sEH inh | PostGolgi yeast | S1P2 ag | sEH activator
O=C(O)C1C(c2ccccc2)C(C(=O)N2CCOCC2)C1c1ccccc1 (centres undefined) | 4 | -10 | 14 | 1.1 | 0.015 | 11 | 3 | -2 | -11
C=CCn1c(-c2ccccc2)nc(=S)c2c1CC(C)(C)OC2 | 4 | 7 | 14 | 0.9 | 0.073 | -6 | 2 | -5 | 8
Cc1ccc(-c2nn(CCC(=O)NCC3CCCO3)c(=O)c3ccccc23)cc1 (centres undefined) | 12 | 32 | -6 | 0.7 | -0.0028 | . | -8 | -1 | .
CC12CCC(C(=O)NC3CCCC3)(CC1=O)C2(C)C (centres undefined) | 8 | 17 | 0 | 0.8 | 0.042 | 10 | -2 | -5 | -7
Cc1sc2ncnc(N[C@@H](CCC(=O)O)C(=O)O)c2c1C | 15 | -8 | -20 | 1.1 | -1 | 0 | 3 | -4 | 2
O=C(O)c1cccc2cccnc12 | -2 | -2 | 17 | 1 | -0.023 | -6 | 3 | -4 | 9
CCC(=O)Nc1cccc(NC(=O)c2ccc3c(c2)OCO3)c1 | 5 | 1 | 7 | 1 | 0.13 | -2 | -2 | -2 | 3
CCCCOc1ccc(Cl)cc1CSc1n[nH]c(C)n1 | 13 | 85* | -4 | 0.2 | -1.5 | 9 | -17 | -9 | -6
Cc1cc(NC(=O)CSc2nc3ccccc3c(=O)n2CCCC(=O)NCc2ccco2)n[nH]1 | -2 | 84* | -2 | 0.2 | -0.12 | 18 | -1 | -4 | -20
CN(C)c1ccc(NC(=O)Cn2ncn3c(cc4ccccc43)c2=O)cc1 | -3 | 36 | -2 | 0.6 | 1.1 | -4 | -19 | -2 | 6
Cc1nc2c3cnn(-c4ccccc4)c3ncn2n1 | -3 | 9 | 2 | 0.9 | 0.66 | 11 | 0 | -4 | -13
Cc1nn(Cc2c(F)c(F)c(F)c(F)c2F)c(C)c1NC(=O)c1ccc(COc2ccc(F)cc2)o1 | 28 | 40 | 14 | 0.6 | -0.28 | 11 | 10 | -8 | -11
COc1ccc(NC(=O)c2sc(NC(=O)COc3ccccc3)nc2C)cc1 | -6 | 17 | 10 | 0.8 | 2.4 | -10 | -3 | -1 | 13
CC1(C)CC(=O)C=C(NCCCNC2CCCCC2)C1 | 8 | 10 | 14 | 0.9 | 0.92 | -6 | 2 | 2 | 3
CCOC(=O)c1ccccc1N/C=C1\CCCC1=O | 14 | 37 | -1 | 0.6 | 0.39 | . | 24 | -4 | .
O=C(c1nc(-c2ccccc2)n(-c2ccccc2)n1)N1CCN(S(=O)(=O)c2ccccc2)CC1 | 8 | 12 | . | 0.9 | 1.8 | . | 14 | . | .
COc1cccc(/C=N/NC(=O)C(=O)N2CCCC2)c1 | . | . | 18 | . | -0.62 | -4 | . | -6 | 7
c1ccc(OCCn2cnc3ccccc32)cc1 | 34* | 27 | 9 | 0.7 | -0.48 | 6 | 12 | -1 | -3
O=C(NN1C(=O)C2C(C1=O)C1C=CC2C12CC2)c1ccncc1 (centres undefined) | 2 | 52* | 23 | 0.5 | -0.15 | -2 | 1 | -4 | 5
CC(=O)Nc1ccc(NC(=O)C/C(C)=N/NC(=O)C(=O)N2CCCC2)cc1 | 2 | -1 | 1 | 1 | -1.8 | -11 | 3 | -4 | 12

Compound profiles (already shown).
Shown for CCCCOc1ccc(Cl)cc1CSc1n[nH]c(C)n1 → PostGolgi ctrl = 13; CYP2C19 inhib = 85*; S1P2 blocker = -4; CYP2C19 act = 0.2; hDAT+cocaine = -1.5; sEH inh = 9; PostGolgi yeast = -17; S1P2 ag = -9; sEH activator = -6
Shown for CCOC(=O)c1ccccc1N/C=C1\CCCC1=O → PostGolgi ctrl = 14; CYP2C19 inhib = 37; S1P2 blocker = -1; CYP2C19 act = 0.6; hDAT+cocaine = 0.39; sEH inh = .; PostGolgi yeast = 24; S1P2 ag = -4; sEH activator = .

Further entries.
SMILES | PostGolgi ctrl | CYP2C19 inhib | S1P2 blocker | CYP2C19 act | hDAT+cocaine | sEH inh | PostGolgi yeast | S1P2 ag | sEH activator
Cc1ccc2cc(CN(C)C(=O)C3CCCO3)c(=O)[nH]c2c1 (centres undefined) | -1 | 1 | 18 | 1 | -1.3 | 2 | -9 | -2 | -2
CCc1nc(SCC(=O)N2CCN(c3ccccc3)CC2)c2oc3ccccc3c2n1 | 33* | 11 | -32 | 0.9 | 0.021 | 7 | -3 | 0 | -3
O=C(Cn1nnc(-c2ccccc2NC(=O)c2ccco2)n1)Nc1ccccc1 | 13 | 32 | . | 0.7 | 0.15 | . | 0 | . | .
CC(C)n1c(-c2cccs2)nc2ccccc21 | . | . | 0 | . | -0.76 | -5 | . | -1 | 6
Cc1ccc(S(=O)(=O)N2CCN(C(=O)C3=COCCO3)CC2)cc1C | 0 | 97* | 2 | 0 | 0.37 | -2 | -1 | -4 | 5
Cn1c(C(C(=O)NCC2CCCO2)N(C(=O)Cn2nnc3ccccc32)C2CCCCC2)nc2ccccc21 (centres undefined) | 3 | 25 | -1 | 0.7 | 1.3 | 4 | -3 | -5 | -6
CC(=O)Nc1ccc(S(=O)(=O)NC(=O)C23CC4CC(CC(C4)C2)C3)cc1 | -4 | -5 | 12 | 1.1 | -0.55 | -2 | 14 | -12 | 2
CC(NC(=O)CSc1nc(=O)cc(N)n1CCc1ccccc1)c1ccccc1 (centres undefined) | -2 | 27 | -29 | 0.7 | -0.15 | 4 | 13 | -2 | -6
CCOC(=O)C1=C(O)/C(=C/c2cn(CC(=O)NCC3CCCO3)c3ccccc23)SC1=Nc1ccc(C)cc1 (centres undefined) | . | . | 3 | . | -1.1 | -1 | . | -5 | 4
COC(=O)CCc1c(C)nc(N)[nH]c1=O | 18 | 16 | -20 | 0.8 | 0.025 | 8 | 14 | -1 | -6
CCOc1ccccc1NC(=O)c1ccc(F)c(S(=O)(=O)N2CCC3(CC2)OCCO3)c1 | 8 | 58* | -26 | 0.4 | -2 | -3 | -6 | 1 | 5
C=CCC(C(=O)OC)(C(=O)OC)c1ccc([N+](=O)[O-])cn1 | -6 | 29 | -2 | 0.7 | . | -5 | 6 | -4 | 6
CC1CCC(C(=O)NC(C(=O)NCc2cccnc2)C(C)C)CC1 (centres undefined) | 4 | 41 | -25 | 0.6 | 0.54 | 14 | 2 | -7 | -16
CCC(=O)N(CCO)Cc1cc2ccc(C)c(C)c2[nH]c1=O | -5 | 17 | 4 | 0.8 | -0.047 | -7 | 33* | -3 | 8
Cc1ccc2nc(-c3ccc(NC(=O)CN(c4ccccc4C)S(C)(=O)=O)cc3)sc2c1 | -2 | 92* | 6 | 0.1 | 0.46 | 6 | -6 | -4 | -3
COc1cccc(-c2nnc(-c3ccc(C(F)(F)F)cc3)o2)c1 | . | . | 24 | . | 0.98 | -3 | . | -2 | 3
O=C(Nc1ccc(N2CCOCC2)cc1)c1cccc(S(=O)(=O)N2CCCCC2)c1 | 16 | 2 | -13 | 1 | 0.47 | 55 | 1 | -1 | -54
O=C(O)CC(c1ccc(Cl)cc1)N1C(=O)CCC1=O (centres undefined) | 2 | -4 | 9 | 1 | 0.15 | 9 | -2 | -6 | -7
CC(C(=O)Oc1ccc2c(c1)OCO2)N1C(=O)c2ccccc2C1=O (centres undefined) | -8 | 62* | . | 0.4 | -0.4 | . | -2 | . | .
O=C(Nc1cccc(O)c1)c1ccccc1 | 10 | -11 | 2 | 1.1 | 0.9 | -9 | -4 | -1 | 13
CCOC(=O)N1CCC(NC(=O)Cn2nc(-c3ccccc3)ccc2=O)CC1 | 1 | 4 | . | 1 | 0.44 | . | 1 | . | .
COc1ccc(Cl)cc1CSc1n[nH]c(C)n1 | 14 | 88* | -16 | 0.1 | -0.72 | 8 | 6 | -5 | -8
CN(C)CCCN1C(=O)c2oc3ccc(F)cc3c(=O)c2C1c1cccnc1 (centres undefined) | 6 | 8 | . | 0.9 | 0.06 | . | -3 | . | .
CCSc1nnc(Nc2ccc(C)cc2)s1 | -10 | 30 | 13 | 0.7 | 0.14 | 0 | 7 | -1 | 2
O=C(NCc1ccncc1)C12CC3CC(CC(C3)C1)C2 | 7 | 52* | 3 | 0.5 | -0.42 | 7 | -1 | -5 | -8
CCCCNC(=O)CS(=O)Cc1nc(-c2cccc(Cl)c2)oc1C (centres undefined) | -1 | 45 | 19 | 0.6 | 0.14 | . | 3 | -1 | .
O=C(OCn1ncc(Cl)c(Cl)c1=O)c1ccc(F)cc1 | 19 | 30 | 80* | 0.7 | -0.74 | 2 | 33* | -2 | 1
Cc1ccc(CCC(=O)Nc2ccc(S(N)(=O)=O)cc2)o1 | -6 | -17 | 14 | 1.2 | -0.35 | 3 | 5 | -9 | 0
COc1cc(NC(=S)Nc2cccc(Cl)c2Cl)c(OC)cc1Cl | 2 | 9 | 0 | 0.9 | 0.18 | -4 | -2 | -1 | 2
Cc1cccc(-c2nnc(SCC(=O)Nc3nc4c(s3)CCCC4)n2C)c1 | . | . | -12 | . | 0.34 | -2 | . | -7 | 5
COc1cccc(S(=O)(=O)Nc2cccc(C(=O)N3CCOCC3)c2)c1 | . | . | -13 | . | . | -2 | . | -1 | 6
Cc1ccc(S(=O)(=O)c2c(N)n(NC(=O)c3ccco3)c3nc4ccccc4nc23)cc1 | 7 | 44 | 17 | 0.6 | -1.6 | 0 | 14 | -9 | 2
CCN(CCCNC(=O)C1CCC(=O)N1Cc1ccc(C)cc1)c1cccc(C)c1 (centres undefined) | 5 | 43 | 11 | 0.6 | -0.043 | 7 | 6 | -3 | -6
O=C(CSc1nnnn1-c1ccc2c(c1)CCC2)NCc1cccs1 | 2 | 33 | 18 | 0.7 | 0.35 | 16 | -3 | 1 | -13
CCOC(=O)C1CCN(c2c(NCc3ccc(C(=O)NCCC(C)C)cc3)c(=O)c2=O)CC1 | 6 | 15 | 23 | 0.9 | -1.6 | 12 | -3 | -2 | -12
Cc1cc(NC(=O)C2CCCN(S(=O)(=O)c3c(C)noc3C)C2)no1 (centres undefined) | 19 | 36 | 1 | 0.6 | 0.34 | 5 | 1 | -4 | -7
CCCCSc1nc2c(cnn2-c2ccc(Cl)cc2)c(=O)[nH]1 | 8 | 1 | 6 | 1 | -0.54 | 3 | -2 | 2 | -3
COC(=O)c1ccccc1NC(=O)c1ccc(COc2ccc3c(c2)CCC3)cc1 | 8 | -2 | 19 | 1 | 1.6 | 9 | -3 | -7 | -9
O=C(O)CCn1c2c(c3ccccc31)CCCC2 | 48* | -9 | -1 | 1.1 | 0.59 | 12 | 2 | -6 | -12
Cc1ccc(NS(=O)(=O)c2ccc(C)c(C(=O)N3CCN(C)CC3)c2)cc1 | -4 | 14 | 13 | 0.9 | -0.074 | -3 | 2 | -6 | 2
COc1ccc(-c2nc(Cn3c(SCc4ccc(F)cc4)nc4ccncc43)c(C)o2)cc1OC | 11 | 89* | 14 | 0.1 | 3.1* | 8 | -9 | -7 | -10
COc1ccc(C(=O)Nc2nc(C)c(C)s2)cc1OC | 16 | 6 | -1 | 0.9 | 0.89 | 15 | 5 | -8 | -15
C=CCN1CCN(C(c2cc(OC)ccc2OC)c2nnnn2CC2CCCO2)CC1 (centres undefined) | 3 | -4 | -1 | 1 | -0.52 | -10 | 14 | -6 | 9
Cc1[nH]c2ccccc2c1Cc1nnc(SCc2ccccc2)o1 | 35* | 69* | -9 | 0.3 | -1.7 | . | 11 | 0 | .
